# Cy5 interf NS3h: Cy5 fluorescence interference, HCV helicase counter-screen | AID 720488 | hit rate 6% among 16,000 | Cy5-dT15 DNA with NS3h; actives lie on both sides; signal over control mean, under 1 quenches | fluorescence interference ratio at 100 µM;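 active = compound fluorescence over control fluorescence at most 0.8, a quencher, or at least a set upper limit, an enhancer; inactive = ratio between 0.8 and the set upper limit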
# HCV NS3h FP: blocks HCV NS3 helicase binding to DNA. hit rate 1.6% among 16,000. NS3h Cy5-dT15 DNA binding, fluorescence polarization. inhibition, % at 100 µM. AID 687043;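 active = inhibition above the average over every tested compound plus 3 SD, cut at about 40% in these data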
# The depositor's hits bear a star. Not a hit list. About 7.6% of those tested had a hit in this group.
SMILES,Cy5 interf NS3h,HCV NS3h FP
COc1ccc(C/C(N)=N\OC(=O)c2cccc([N+](=O)[O-])c2)cc1,0.95,10
Cc1cccc(N2C(=O)c3ccc(C(=O)O)cc3C2=O)c1,1.1,2
O=C(Nc1cccc(Br)c1)c1ccc(Cl)c([N+](=O)[O-])c1,1.1,13
CCCCCCN1C(=O)C(=O)C(=C(O)c2ccccc2)C1c1ccc(OC)cc1 (stereo not given),0.93,4
Cc1cc(C)c(S(=O)(=O)Nc2cccc([N+](=O)[O-])c2C)c(C)c1,0.93,13
CN1CCN(c2ccc([N+](=O)[O-])c(NCc3ccc(Cl)cc3)c2)CC1,0.96,15
CSc1ccc(S(=O)(=O)N(CC(=O)Nc2ccc(Cl)cc2)c2ccc(C)cc2)cc1,0.91,12
O=C(Nc1cccc(F)c1)c1ccc(Cl)cc1Cl,0.94,-3
CCOc1ccc(NC(=O)CN(c2ccc(F)cc2)S(=O)(=O)c2ccccc2)cc1,1,17
COC(=O)c1ccccc1NC(=O)Nc1ccc(Cl)cc1Cl,1,20
Cc1cc2c(cc1C)NC(c1c(F)cccc1F)C1=C(CC(C)(C)CC1=O)N2 (stereo not given),0.92,6
Cc1nc(SCC(=O)OCN2C(=O)c3ccccc3C2=O)n[nH]1,1.1,-12
C=CCc1cccc(/C=N\N=C2c3ccccc3Cc3ccccc32)c1O,0.92,8
Cc1ccc(S(=O)(=O)N=C(Nc2cccc([N+](=O)[O-])c2)c2ccccc2)cc1,0.95,1
COc1cc(/C=N\Nc2nn[nH]n2)ccc1O,0.87,-6
Cc1cccc(C)c1-n1c(C)n[nH]c1=O,0.96,-3
O=C1NN(c2ccccc2)C(=O)/C1=C/c1cccc(Cl)c1Cl,0.99,47*
CC12CC3CC(C)(C1)CC(CNC(=O)Nc1ccccc1)(C3)C2,1,6
O=C1C2C3C=CC(O3)C2C(=O)N1c1ccc([N+](=O)[O-])cc1 (stereo not given),1.1,6
COc1ccc(-c2nnnn2C)cc1S(=O)(=O)Nc1ccc(I)cc1,1,3
O=C1NN(c2ccccc2)C(=O)/C1=C/c1ccc([N+](=O)[O-])o1,0.77*,82*
Cc1cc(Cl)ccc1OCC(=O)Nc1ccc(S(=O)(=O)Nc2onc(C)c2C)cc1,1.1,2
CCOc1ccc(NC(=O)/C=C/c2ccccc2)cc1,1.1,21
CCc1ccc(NC(=O)C2CC(=O)N(c3ccc(Br)cc3)C2)cc1 (stereo not given),1,14
O=C1NN(c2ccccc2)C(=O)/C1=C/c1ccc(-c2ccc(F)cc2)o1,0.99,7

# Next section.
SMILES,Cy5 interf NS3h,HCV NS3h FP
COc1ccc(Nc2nc(-c3ccc(Cl)c(Cl)c3)cs2)cc1,1.1,15
Cc1sc(NC(=O)c2ccc(F)cc2)c(C(=O)O)c1C,0.7*,14
COc1ccccc1NC(=O)/C(=C/c1ccco1)NC(=O)c1ccc(C)cc1,1.3*,10
COc1ccc(/C=C/C(=O)NC(=S)Nc2ccc(C(C)=O)cc2)cc1,1.1,-5
COc1cc(NC(=O)COc2ccc(F)cc2)c(Cl)cc1NC(=O)c1ccccc1,1,5
COC(=O)CCC(=O)Nc1ccc(C)c(Br)c1,1.1,-1
COc1cc(OC)c(C2Nc3cccc4cccc(c34)N2)c(OC)c1,0.88,10
CCCC(=O)Nc1ccc(NC(=O)c2ccc(Cl)c(Cl)c2)cc1,1.1,9
Cc1cc(/C=C2/SC(=O)NC2=O)c(C)n1-c1ccc(C(C)(C)C)cc1,1.1,5
CCN(CC)c1ccc(-n2c(O)c(C=C3C=Nc4ccccc43)sc2=S)cc1,1.1,20
N/C(=N/OC(=O)COc1ccc2ccccc2c1)c1ccc(Cl)cc1,1.1,6
COc1ccc(NC(=O)CN(CCc2ccccc2)S(=O)(=O)c2ccc(OC)cc2)cc1,1,25
O=C1C(C23CC4CC(CC(C4)C2)C3)C(=O)N(c2ccccc2)N1c1ccccc1,1,10
Cc1cccc(CSCc2nnc(NC(=O)Nc3ccc(Cl)cc3)s2)c1,1,4
COCCNC(=S)Nc1ccc(OC)cc1,0.77*,8
Cc1ccc(N2C(=O)c3ccccc3C2=O)cc1C,0.99,10
COc1ccc(OC)c(C2NC(=S)NC(C)=C2C(=O)Nc2ccc(C)c(Cl)c2)c1 (stereo not given),1,1
CC(=O)Oc1ccc(-c2cccc(C(=O)OC(C)C)c2)cc1,0.9,7
Cc1nc2n(CC(=O)N3CCOCC3)c3ccccc3n2n1,1,7
COc1c(Cl)cc(/C=C2/SC(=S)N(c3ccccc3)C2=O)cc1Cl,1,14
COc1ccccc1NC(=O)CSc1nc2ccccc2c(=O)n1-c1ccccc1,0.96,15
COc1cc(/C=C2\NC(=S)NC2=O)ccc1OC(=O)C12CC3CC(CC(C3)C1)C2,0.68*,7
O=[N+]([O-])c1ccccc1S(=O)(=O)N1CCC(Cc2ccccc2)CC1,0.99,6
C=CCN1C(=O)C(Cc2ccc(Br)cc2)S/C1=N/N=C\c1cccs1 (stereo not given),0.98,11
CCOc1ccc2nc(SCC(=O)NC(C)c3ccccc3)sc2c1 (stereo not given),1,6

# (continued)
SMILES,Cy5 interf NS3h,HCV NS3h FP
COC(=O)c1ccccc1NC(=O)CN(c1cc(C)cc(C)c1)S(=O)(=O)c1ccccc1,1,11
CC1CN(C)C(c2ccccc2)CC1=O (stereo not given),1.1,-7
O=C1c2ccccc2-c2onc3ccc(N4CCCCC4)c1c23,1.1,52*
COc1ccc(N(CC(=O)Nc2cccc(OC)c2)S(=O)(=O)c2ccc(C)cc2)cc1,0.96,11
COc1ccc(N2C(=O)/C(=C\c3cc4c(cc3[N+](=O)[O-])OCO4)SC2=S)cc1,1.1,0
NC(=O)c1ccc(NC(=O)c2ccc(I)cc2)cc1,0.9,-6
COc1ccc(-c2nnc(SCC(=O)c3ccc(F)cc3)n2-c2ccccc2)cc1,1,-6
N/C(=N/OC(=O)COc1ccc2ccccc2c1)c1cccc([N+](=O)[O-])c1,0.98,-10
COc1ccc(C(=O)Nc2ccc(S(=O)(=O)Nc3cc(OC)ncn3)cc2)c(OC)c1,1.1,6
COc1cccc(NC(=O)CN(c2ccc(C)cc2)S(C)(=O)=O)c1,0.99,6
Cc1ccccc1C(=O)Nc1cccc(NC(=O)c2ccccc2[N+](=O)[O-])c1,0.95,3
CCCOc1ccc(C(=O)Nc2ccccc2C(=O)O)cc1,1.1,1
CC12CS(=O)(=O)CC1SC(=S)N2c1ccccc1 (stereo not given),1,0
CC(=O)CC(=O)Nc1ccnn1-c1ccccc1,0.98,7
Cc1ccccc1N(CC(=O)N1CCOCC1)S(C)(=O)=O,1,-4
Cc1ccc(-c2nc3ccc(C)cn3c2NC(=O)c2ccccc2)cc1,0.97,26
CCOc1ccc(N(CC(=O)NCCSCc2ccc(C)cc2)S(C)(=O)=O)cc1,0.84,10
CCOc1cc(/C=c2\sc3nc4ccccc4n3c2=O)ccc1OC(C)c1ccccc1 (stereo not given),1.2,2
COc1cc2c(cc1NC(=O)c1ccccc1OC)oc1ccccc12,0.95,0
CCc1cc2c(=O)c(-c3nc4ccccc4s3)c(C)oc2cc1OS(C)(=O)=O,1.2*,7
COC(=O)C(C)Oc1ccc2c3c(c(=O)oc2c1)CCC3 (stereo not given),0.93,6
O=C(NCCCO)C(=O)Nc1ccc(Cl)c(C(F)(F)F)c1,1.1,9
COc1ccc(OC)c(N(CC(=O)Nc2ccc(I)cc2)S(C)(=O)=O)c1,0.96,1
Cc1cc(C)cc(NC(=O)C(=O)NCc2cccnc2)c1,1.1,13
Cc1ccc(/C=C/C(=O)Nc2cccc3cccnc23)o1,0.94,-2

# A run of entries taken from the entries so far:
SMILES,Cy5 interf NS3h,HCV NS3h FP
COc1cccc(NC(=O)CN(c2ccc(C)cc2)S(C)(=O)=O)c1,0.99,6
Cc1ccccc1C(=O)Nc1cccc(NC(=O)c2ccccc2[N+](=O)[O-])c1,0.95,3
CCCOc1ccc(C(=O)Nc2ccccc2C(=O)O)cc1,1.1,1
CC12CS(=O)(=O)CC1SC(=S)N2c1ccccc1 (stereo not given),1,0
CC(=O)CC(=O)Nc1ccnn1-c1ccccc1,0.98,7
Cc1ccccc1N(CC(=O)N1CCOCC1)S(C)(=O)=O,1,-4
Cc1ccc(-c2nc3ccc(C)cn3c2NC(=O)c2ccccc2)cc1,0.97,26
CCOc1ccc(N(CC(=O)NCCSCc2ccc(C)cc2)S(C)(=O)=O)cc1,0.84,10
CCOc1cc(/C=c2\sc3nc4ccccc4n3c2=O)ccc1OC(C)c1ccccc1 (stereo not given),1.2,2
COc1cc2c(cc1NC(=O)c1ccccc1OC)oc1ccccc12,0.95,0
CCc1cc2c(=O)c(-c3nc4ccccc4s3)c(C)oc2cc1OS(C)(=O)=O,1.2*,7
COC(=O)C(C)Oc1ccc2c3c(c(=O)oc2c1)CCC3 (stereo not given),0.93,6
O=C(NCCCO)C(=O)Nc1ccc(Cl)c(C(F)(F)F)c1,1.1,9
COc1ccc(OC)c(N(CC(=O)Nc2ccc(I)cc2)S(C)(=O)=O)c1,0.96,1
Cc1cc(C)cc(NC(=O)C(=O)NCc2cccnc2)c1,1.1,13
Cc1ccc(/C=C/C(=O)Nc2cccc3cccnc23)o1,0.94,-2

# Next section
SMILES,Cy5 interf NS3h,HCV NS3h FP
CCOC(=O)C1=C(C)N(c2ccccc2)C(=O)/C1=C\c1cccc([N+](=O)[O-])c1,1,6
CC1=NN(c2ccccc2)C(=O)C1=Cc1c(O)n(-c2ccc(F)cc2)[nH]c1=O,0.86,-1
COC(=O)c1ccccc1-c1ccc(/C=C2/SC(=S)N(Cc3ccccc3)C2=O)o1,0.94,1
CCOc1ccc(C2=C/C(=C/c3ccc(I)o3)C(=O)O2)cc1,1,2
Cc1ccc(C(C)C)c(OCCNC(=O)CCc2ccccc2)c1,1.1,14
Cc1cc(C)n(-c2nc(Nc3ccc(Br)cc3)nc(-n3nc(C)cc3C)n2)n1,0.97,19
CCC(=O)Nc1ccc(NC(=O)c2ccc(OCC(C)C)cc2)cc1,1,16
Cc1ccc(C2CC(C(F)(F)F)n3ncc(C(N)=O)c3N2)cc1 (stereo not given),1.1,18
COc1cccc(NC(=O)CN(c2cccc(C(F)(F)F)c2)S(C)(=O)=O)c1,0.97,15
Cc1ccc(C(=O)c2ccc(N3CCN(C(=O)c4cccc(F)c4)CC3)c(F)c2)cc1C,0.97,10
O=C(Cc1ccccc1)N1N=C(c2cccc(Br)c2)CC1(O)C(F)(F)F (stereo not given),0.98,2
NC(=O)C(Cc1c[nH]c2ccccc12)NC(=O)OCc1ccccc1 (stereo not given),1.1,3
Cc1cc(NC(=O)c2ccccc2[N+](=O)[O-])ccc1-c1cc2ccccc2oc1=O,1,13
O=C(c1cc(F)c(F)cc1Cl)N1CCN(c2ccc([N+](=O)[O-])c3ncccc23)CC1,1,12
COc1ccccc1-c1c(C(F)(F)F)oc2c(CN(C)C)c(O)ccc2c1=O,1.1,-2
Cc1ccc(C)c(S(=O)(=O)Nc2c(C)n(C)n(-c3ccccc3)c2=O)c1,0.99,5
O=C1C(c2ccccc2)=C(O)c2ccccc21,0.93,8
O=C(/C=C/c1ccco1)NC(=S)NCc1ccccc1,0.92,10
O=C1OC2C=CC(Br)=CC2=CC1C(=O)N1CCSC1c1ccccc1Cl (stereo not given),0.73*,21
CCOC(=O)c1c(NC(=O)/C=C/c2ccc(C)o2)sc(C)c1C,0.99,61*
Cc1ccc2[nH]c(O)c(N=NC(=O)COc3ccccc3)c2c1Br,0.86,11
O=C(Nc1ccccc1Cl)c1ccc2nccnc2c1,0.97,1
Cc1ccc(C(=O)N2CCN(c3ccc([N+](=O)[O-])cc3Cl)CC2C)o1 (stereo not given),1.2,9
O=C1c2cccc3cccc(c23)C(=O)N1CCS(=O)(=O)OCC(F)(F)C(F)F,0.85,22
Nc1nnc(SCc2ccccc2F)s1,1.1,6

# (continued)
SMILES,Cy5 interf NS3h,HCV NS3h FP
COc1cccc(N2C(=O)C(=O)C(=C(O)c3ccccc3)C2c2cccc([N+](=O)[O-])c2)c1 (stereo not given),1,8
Cn1cccc1CN1CCN(Cc2cc(Br)ccc2O)CC1,0.92,-2
C=CCNC(=O)CN(c1ccc(OC)cc1)S(=O)(=O)c1ccccc1,1,3
COc1ccc(C2(CNC(=O)/C=C/c3ccccc3)CCCC2)cc1OC,1,16
COc1ccc(N2C(=O)C(Cl)=C(N3CCN(C)CC3)C2=O)cc1,1,0
Cc1cc(C)c(/C=N\O)c(C)c1/C=N\O,0.69*,-1
COc1ccc(C(=O)Nc2ccc(Cl)cn2)cc1Br,1,3
CC(=O)c1ccc(NC(=S)NC(NC(=O)c2ccc(Cl)cc2Cl)C(Cl)(Cl)Cl)cc1 (stereo not given),1,0
COc1ccc(C2=C/C(=C/c3ccco3)C(=O)O2)cc1,1,32
Cc1cccc(N2C(=O)/C(=C/c3ccccc3Cl)SC2=S)c1C,0.93,3
CCOC(=O)c1ccccc1NC(=O)CN(c1ccc(OC)cc1OC)S(C)(=O)=O,1.1,12
COc1ccc2occ(C(=O)c3ccc(N)cc3)c2c1,1.1,40
COc1ccc(S(=O)(=O)Oc2ccccc2)cc1,1,5
COCCN1C(=O)/C(=C\c2ccccc2[N+](=O)[O-])C(C(=O)OC)=C1C,0.85,7
Cc1oc2ccc(OC(C)C(=O)O)cc2c1C(=O)OC(C)C (stereo not given),0.93,14
O=C1C2C3C=CC(C3)C2C(=O)N1c1cccc(Oc2cccc(Oc3cccc(N4C(=O)C5C6C=CC(C6)C5C4=O)c3)c2)c1 (stereo not given),0.87,-1
O=C1c2cccc3cccc(c23)C(=O)N1/N=C\c1ccc(O)cc1,1,7
CC(C)CN1C(=O)/C(=C/c2cccc3ccccc23)SC1=S,0.93,19
COc1ccccc1C(=O)Nc1cccc(C(F)(F)F)c1,1,-9
COc1ccccc1N1C(=O)C2C(C1=O)C1C=CC2C12CC2 (stereo not given),0.98,-6
Cc1cccn2c(=O)c(/C=C3\SC(=S)N(Cc4ccco4)C3=O)c(NCCCn3ccnc3)nc12,0.82,11
C=CCOc1c(I)cc(/C=C2/C(=O)NC(=O)N(c3cccc(C)c3)C2=O)cc1OC,1,-2

# High-throughput results (PubChem BioAssay)
